# D2 agonist = HTS Assay for Allosteric Agonists of the Human D2 Dopamine Receptor: Primary Screen for Agonists; HEK293 T-REx D2 cells, calcium flux agonist mode; activation, % at 2 µM; hit rate 0.53% among 340,000; AID 485358, 2010;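 active = activation over 3 SD above normal in the single-dose calcium agonist read, cut at about 30% in these data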; note: 0% is about no effect
#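 In this primary screen, compounds producing a positive calcium signal within 180 s of addition to tetracycline-induced, force-coupled HEK293 Trex D2 cells are flagged; cells are dye-loaded with a no-wash calcium kit beforehand.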
# USP1-UAF1 inh = Inhibitors of USP1/UAF1: Primary Screen. recombinant USP1/UAF1, Ub-Rhodamine cleavage fluorescence. Ubiquitin carboxyl-terminal hydrolase 1 (Homo sapiens), O94782. hit rate 0.23% among 390,000. Potency, µM (titrated, usually from 57.1 µM), without a hit: at the highest dose activity change, negative = inhibition, actives largely listed as inhibitors; note: potency is the fitted concentration of half-maximal effect; % is set by controls: 0 for no effect and ±100 for the full control effect; nearly all actives have a fitted effect of over 60% in size; inactives centre near -12
# Target sequence (O94782 whole entry, looked up): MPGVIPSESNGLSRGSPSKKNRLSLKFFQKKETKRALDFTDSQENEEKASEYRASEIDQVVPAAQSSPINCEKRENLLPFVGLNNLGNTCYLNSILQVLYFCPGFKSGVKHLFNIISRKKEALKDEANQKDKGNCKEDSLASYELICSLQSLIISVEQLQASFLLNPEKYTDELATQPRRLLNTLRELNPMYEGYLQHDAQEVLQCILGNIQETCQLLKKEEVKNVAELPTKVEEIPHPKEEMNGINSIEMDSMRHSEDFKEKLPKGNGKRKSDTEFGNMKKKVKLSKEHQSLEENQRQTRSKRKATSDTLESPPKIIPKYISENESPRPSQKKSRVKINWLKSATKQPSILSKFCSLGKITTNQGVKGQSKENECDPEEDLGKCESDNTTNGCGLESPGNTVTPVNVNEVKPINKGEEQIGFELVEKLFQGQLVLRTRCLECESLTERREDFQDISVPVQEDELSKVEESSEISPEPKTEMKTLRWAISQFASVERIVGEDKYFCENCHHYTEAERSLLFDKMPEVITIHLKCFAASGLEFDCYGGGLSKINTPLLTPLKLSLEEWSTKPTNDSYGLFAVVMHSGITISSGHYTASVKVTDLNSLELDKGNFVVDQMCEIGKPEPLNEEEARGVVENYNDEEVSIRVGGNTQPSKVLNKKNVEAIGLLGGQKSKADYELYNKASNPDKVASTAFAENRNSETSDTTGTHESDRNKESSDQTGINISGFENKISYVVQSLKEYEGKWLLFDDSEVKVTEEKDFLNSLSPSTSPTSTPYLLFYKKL
#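 High-throughput fluorogenic screen: 1nM USP1/UAF1 complex, Ub-Rho substrate 150nM final, 50mM HEPES pH 7.8 with 0.5mM EDTA, 0.1 mg/ml BSA, 1mM TCEP and 0.01% Tween-20.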
# IDH1 R132H inh = qHTS for Inhibitors of mutant isocitrate dehydrogenase 1 (IDH1): qHTS; Potency, µM (series often up to 76.6 µM), inactives show top-dose activity change, negative = inhibition, actives largely listed as inhibitors; hit rate 0.093% among 390,000; IDH1-R132H enzyme, NADPH consumption, diaphorase/resazurin fluorescence; AID 602179, 2012; note: potency is the fitted concentration of half-maximal effect; % is set by controls: 0 for no effect and ±100 for the full control effect; nearly all actives have a fitted effect of over 65% in size
#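 IDH1-R132H (0.5 ug/mL dispensed) in pH 7.5 Tris buffer was preincubated 30 min with compound, then given a substrate mix of 0.016 mM NADPH and 2 mM alpha-KG for 80 min at room temperature; remaining NADPH was read by diaphorase/resazurin fluorescence.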
# rTrxR1 inhibitor = qHTS Assay for Inhibitors of Mammalian Selenoprotein Thioredoxin Reductase 1 (TrxR1): qHTS | hit rate 1% among 390,000 | AID 588453, 2011 | Potency, µM (top dose mostly 114 µM), inactives show at the top dose activity change, negative = inhibition, usual class: inhibitors | recombinant rTrxR1, NADPH fluorescence consumption, selenite substrate | Thioredoxin reductase 1, cytoplasmic (Rattus norvegicus), O89049; note: potency is the fitted concentration of half-maximal effect; % is set by controls: 0 for no effect and ±100 for the full control effect; nearly all actives have a fitted effect of over 65% in size
#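 Rat TrxR1 (90 nM in the dispensed reagent) was pre-reduced with 400 uM NADPH for 5 min at room temperature, then incubated with compound for 15 min. After 400 uM selenite was added, NADPH fluorescence (Ex 340/Em 450 nm) was followed for 8 min.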
# Pin1 inh = qHTS Assay to Find Inhibitors of Pin1; Peptidyl-prolyl cis-trans isomerase NIMA-interacting 1 (Homo sapiens), Q13526; Pin1 FP peptide displacement, HiFluor488, 10 min; Potency, µM (highest dose often 115 µM), for inactives: at the top dose activity, negative = inhibition, usual class: inhibitors; hit rate 0.009% among 390,000; AID 504891, 2011; active = well fitted inhibition curve with a large enough effect in the polarisation, with a control signal flat, not every such curve was filed as active; inconclusive = small, poorly fitted or top-dose-only effect, or effect the other way, or a change in a side signal; inactive = no such curve, though single readings can be large or run the other way; the % refers to the polarisation; note: potency is the fitted concentration of half-maximal effect; % is set by controls: 0 for no effect and ±100 for the full control effect
# Target sequence (Q13526 whole entry, looked up): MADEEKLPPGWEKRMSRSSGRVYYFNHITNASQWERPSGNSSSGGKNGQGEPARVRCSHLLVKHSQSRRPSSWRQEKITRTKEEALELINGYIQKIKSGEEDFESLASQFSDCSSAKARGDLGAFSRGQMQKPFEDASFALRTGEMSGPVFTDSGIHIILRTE
# TRHR ag = qHTS for Small Molecule Agonists and Allosteric Enhancers of Human TRH Receptor: Primary Screen for Agonists. Thyrotropin-releasing hormone receptor (Homo sapiens), P34981. TRHR cells, calcium flux fluo-8, FDSS agonist mode. activation, % at 2 µM. hit rate 0.18% among 360,000. AID 493084, 2011; in the data active = activation above about 30%; note: 0% is about no effect
#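 Fluo-8-loaded TRHR cells; 10 s baseline, compound added, kinetic Ca2+ fluorescence read 1/s, agonist mode.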
# TrxR1 substrate = qHTS Assay for Substrates of Mammalian Selenoprotein Thioredoxin Reductase 1 (TrxR1): qHTS. purified TrxR1 substrate turnover, NADPH consumption readout. hit rate 0.01% among 390,000. Thioredoxin reductase 1, cytoplasmic (Rattus norvegicus), O89049. Potency, µM (titrated, usually from 114 µM), without a hit: at the top dose activity change, negative = substrate turnover; note: potency is the fitted concentration of half-maximal effect; % is set by controls: 0 for no effect and ±100 for the full control effect; nearly all actives have a fitted effect of over 50% in size
#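 Rat TrxR1, dispensed at 90 nM, was prereduced with 400 uM NADPH (final) for 5 min at ~22 deg C, then incubated with compound 15 min before 400 uM selenite. A first-read NADPH fluorescence drop versus no-compound background flagged substrates.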
# TRHR PAM = qHTS for Small Molecule Agonists and Allosteric Enhancers of Human TRH Receptor: Primary Screen for Enhancers; Thyrotropin-releasing hormone receptor (Homo sapiens), P34981; TRHR cells, fluo-8 calcium fluorescence, EC20 TRH enhancement; enhancement, % at 2 µM; hit rate 0.66% among 360,000; AID 493056, 2011; in the data active = enhancement above about 30%; note: 0% is about no effect
#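 TRHR-expressing cells loaded with fluo-8 calcium dye were read kinetically (ex 480/em 530) during compound addition, then stimulated with an EC20 of TRH (10 nM final). Enhancement of the Gq-mediated intracellular calcium response was scored.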
# D2 antagonist = HTS Assay for Allosteric Antagonists of the Human D2 Dopamine Receptor: Primary Screen for Antagonists; D(2) dopamine receptor (Homo sapiens), P14416; HEK293 TREx D2 cells, calcium flux, dopamine EC80; inhibition, % at 10 µM; hit rate 2% among 340,000; AID 485344, 2010; in the data active = inhibition above about 30%; note: 0% is about no effect
#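 Inhibition of EC80 dopamine-driven calcium flux, recorded kinetically, defines activity here; cells are a tetracycline-induced HEK293 T-REx line expressing force-coupled D2.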
# An asterisk follows results filed as active; ? = inconclusive; . = no result given; [ ] = another dose, or the depositor's remark. Unless noted, calls come from the whole dose curve; as a rule, active = well fitted inhibition curve with a large enough effect; inconclusive = small, poorly fitted or top-dose-only effect; inactive = no such curve, though single readings can be large or run the other way. The list is partial. The share of hits here may be higher or lower than overall.
nr	mol	D2 agonist	USP1-UAF1 inh	IDH1 R132H inh	rTrxR1 inhibitor	Pin1 inh
1	CCOC(=O)c1sc2nc(SCC#N)n(CCCN3CCCC3=O)c(=O)c2c1C	-0.1	-1%	4%	-3%	-2%
2	CCOC(=O)c1sc(=NC(=O)c2ccc(S(=O)(=O)N(C)c3ccccc3)cc2)n(C)c1C	0.1	0%	-1%	17%	2%
3	CCOC(=O)C(C)Sc1nc(-c2ccc(OC)cc2)nc2c1c(=O)n(C)c(=O)n2C (stereo not given)	-0.3	.	.	.	.
4	CC(C)C(OC(=O)c1ccco1)C(=O)NC1CCCC1 (stereo not given)	-1.2	?	11%	20%	-6%
5	Cc1ccnc(NS(=O)(=O)c2ccc(NC(=O)CSc3nc(-c4ccccc4)cc(=O)[nH]3)cc2)n1	0.4	-22%	-11%	14%	1%
6	COc1ccc(CCNS(=O)(=O)c2cc(C(=O)O)c(Cl)cc2Cl)cc1	0.1	-12%	10%	1%[57.1 µM]	9%
7	CCOC(=O)Cc1csc(Nc2ccc(Cl)cc2)n1	-0.2	-8%	-10%	22%	-2%
8	CC(c1ccon1)N(C)C(=O)CCc1nnc(Cc2ccc(-c3ccccc3)cc2)o1 (stereo not given)	-0.7	-18%	2%	29%	0%
9	COc1ccc(NC(=O)CCC(=O)c2ccc(-c3ccccc3)cc2)cc1	0.0	-23%	2%	17%[57.1 µM]	35%[activator]
10	COCCn1nnnc1CN(CCc1ccc(OC)c(OC)c1)Cc1cc2ccc(C)cc2[nH]c1=O	0.5	-8%	13%	-14%	1%
11	Cc1ccc(NC(=O)NNC(=O)COc2ccc3ccccc3c2)cc1	-1.0	2%	-4%	14%	-2%
12	O=C(NN=Cc1ccc2c(c1)OCO2)C1CC1	.	-15%	1%	6%	-6%

nr	TRHR ag	TrxR1 substrate	TRHR PAM	D2 antagonist
1	0.1	-16%	3	13
2	0.1	20%	13	5
3	0.7	.	-1	18
4	0.4	8%	2	-2
5	-0.3	-2%	2	-11
6	0.1	-2%	-4	11
7	0.2	0%	6	6
8	-1.2	5%	2	-13
9	0.2	-23%[57.1 µM]	-7	-15
10	-0.1	-3%	-5	-5
11	0.3	-2%	-2	12
12	.	-5%	.	.

# Next records.
nr	mol	D2 agonist	USP1-UAF1 inh	IDH1 R132H inh	rTrxR1 inhibitor	Pin1 inh
13	CC1(C)C(C=C(Cl)Cl)C1C(=O)N(Cc1ccc(Cl)cc1)C1CCS(=O)(=O)C1 (stereo not given)	7.7	-19%	0%	-4%[57.1 µM]	-14%
14	Cc1oc(-c2ccccc2Cl)nc1CS(=O)CC(=O)N1CCN(c2cccc(C(F)(F)F)c2)CC1 (stereo not given)	.	2%	20%	14%[57.1 µM]	0%
15	O=C(NCc1ccco1)/C(=C/c1cccc(C(F)(F)F)c1)c1nc2ccccc2[nH]1	-0.9	2%	-3%	-24%	14%
16	Fc1ccccc1C1c2[nH]c3ccccc3c2CCN1Cc1ccoc1 (stereo not given)	0.1	-9%	-4%	?	-4%
17	Cc1cc(C)c(C(=O)OCC(=O)NC(=O)c2ccccc2)c(C)c1	0.9	-19%	2%	7%	-2%
18	CC(NC(=O)C1=CC=CN2CCS(=O)(=O)N=C12)c1ccc(Cl)c(Cl)c1 (stereo not given)	.	-20%	0%	2%[2.29 µM]	0%
19	COc1cccc(-n2c(C)n[nH]c2=O)c1	0.5	-13%	1%	25%	-6%
20	Cc1ccc(NC(=O)c2scc3c2CCCC3)cc1	-0.9	-2%	-8%	11%	5%
21	Cc1cccc(NC(=O)Cn2c(=O)n(CCC(=O)N3CCc4ccccc4C3)c(=O)c3ccccc32)c1	0.1	-13%	-6%	27%	15%
22	CSc1ccc(CCNC(=O)c2c(C)nn(-c3ccc(F)cc3)c2-n2cccc2)cc1	0.4	?	-6%	36%	-2%
23	COc1ccccc1NC(=O)CN1CCN(CC(=O)Nc2ccc(C)c(F)c2)CC1	0.9	-22%	8%	-7%	5%
24	Cc1nc2ccccn2c1C(=O)N/N=C/c1cc(C)n(-c2ccc(Br)cc2)c1C	-0.5	-13%	0%	-13%	12%

nr	TRHR ag	TrxR1 substrate	TRHR PAM	D2 antagonist
13	0.5	5%[57.1 µM]	1	9
14	-0.6	8%[57.1 µM]	1	.
15	0.5	6%	6	-8
16	-0.3	0%[57.1 µM]	-6	2
17	6.3	-13%	7	-8
18	.	6%[57.1 µM]	.	.
19	-0.4	5%	0	-5
20	-0.3	1%	-1	-1
21	-0.5	11%	-9	.
22	1.3	1%	4	.
23	-0.1	-4%	3	15
24	-0.5	-9%	-4	-17

# A second format for some results above:
4	CC(C)C(OC(=O)c1ccco1)C(=O)NC1CCCC1 (stereo not given)
  D2 agonist: -1.2
  USP1-UAF1 inh: ?
  IDH1 R132H inh: 11%
  rTrxR1 inhibitor: 20%
  Pin1 inh: -6%
  TRHR ag: 0.4
  TrxR1 substrate: 8%
  TRHR PAM: 2
  D2 antagonist: -2
11	Cc1ccc(NC(=O)NNC(=O)COc2ccc3ccccc3c2)cc1
  D2 agonist: -1.0
  USP1-UAF1 inh: 2%
  IDH1 R132H inh: -4%
  rTrxR1 inhibitor: 14%
  Pin1 inh: -2%
  TRHR ag: 0.3
  TrxR1 substrate: -2%
  TRHR PAM: -2
  D2 antagonist: 12
2	CCOC(=O)c1sc(=NC(=O)c2ccc(S(=O)(=O)N(C)c3ccccc3)cc2)n(C)c1C
  D2 agonist: 0.1
  USP1-UAF1 inh: 0%
  IDH1 R132H inh: -1%
  rTrxR1 inhibitor: 17%
  Pin1 inh: 2%
  TRHR ag: 0.1
  TrxR1 substrate: 20%
  TRHR PAM: 13
  D2 antagonist: 5
16	Fc1ccccc1C1c2[nH]c3ccccc3c2CCN1Cc1ccoc1 (stereo not given)
  D2 agonist: 0.1
  USP1-UAF1 inh: -9%
  IDH1 R132H inh: -4%
  rTrxR1 inhibitor: ?
  Pin1 inh: -4%
  TRHR ag: -0.3
  TrxR1 substrate: 0%[57.1 µM]
  TRHR PAM: -6
  D2 antagonist: 2

# Continuation:
nr	mol	D2 agonist	USP1-UAF1 inh	IDH1 R132H inh	rTrxR1 inhibitor	Pin1 inh
25	Cc1c(C(=O)N2CCOCC2)c(S(=O)(=O)Nc2cccc(Br)c2)c(C)n1C	1.0	-19%	5%	17%	-3%
26	O=C(O)/C=C\C(=O)Nc1cccc(NC(=O)c2ccccc2)c1	0.6	-6%	-4%	?	-3%
27	Cc1cccc(-n2c(=O)c3c(c4cc(C)ccc4n3C)n(CC(=O)NCC3CCCO3)c2=O)c1 (stereo not given)	.	-14%	3%	16%	-1%
28	Cc1ccc(Sc2nc3c(c(=O)[nH]c(=O)n3C)n2CCc2ccccc2)cc1	-0.3	?	-5%	13%	-1%
29	Cc1ccc(CSCC(=O)N2CCN(c3ccccc3F)CC2)cc1	0.3	-7%	4%	13%[57.1 µM]	-1%
30	Cc1cc(NC(=O)NN2CCOCC2)nn1-c1c(Cl)cc(Cl)cc1Cl	-0.2	0%	6%	16%	-2%
31	COC(=O)N1[C@H](C)C=C[C@]1(Cc1ccccc1)C(=O)OC	.	-26%	-6%	11%[57.1 µM]	-6%
32	CC1(C)C(=O)Nc2ccccc2N1C(=O)CN1C(=O)NC(CCc2ccccc2)C1=O (stereo not given)	2.0	1%	-18%	-4%	?
33	Cc1ccc(CN(Cc2cc3cc(C)ccc3[nH]c2=O)C(=O)N2CCOCC2)cc1	1.8	1%	-4%	-3%	-14%
34	CC(C)CCOc1ccccc1C(N)=O	0.3	-16%	7%	25%	-4%
35	COCCNC(=O)c1cc(C(=O)CC(C)C)c[nH]1	-0.5	-10%	5%	19%[57.1 µM]	-2%
36	COc1cccc(CN2CCN(Cc3ccc4c(c3)OCCO4)CC2CCO)c1 (stereo not given)	-0.4	0%	-5%	18%	0%
37	Nc1ccc2nc(N)sc2c1	.	-10%	-5%	-6%[2.29 µM]	4%
38	CC1CCN(c2ncnc3c2c(-c2ccccc2)cn3-c2ccc(Br)cc2)CC1	0.0	7%	9%	7%[57.1 µM]	0%
39	O=C(O)C1CCCCC1C(=O)Nc1cccc(Cl)c1Cl (stereo not given)	0.8	-7%	5%	7%	-6%

nr	TRHR ag	TrxR1 substrate	TRHR PAM	D2 antagonist
25	-1.0	4%	6	-6
26	0.4	-2%	-2	-47
27	-0.7	99%[activator]	-1	.
28	-0.1	2%	-15	-4
29	-0.9	-1%[57.1 µM]	-8	.
30	-1.0	-1%	1	-7
31	.	6%[57.1 µM]	.	.
32	0.1	-3%	2	-15
33	-0.3	2%	14	-1
34	-0.4	5%	-4	11
35	0.0	15%[57.1 µM]	5	-8
36	-1.9	-1%	3	10
37	.	-3%[2.29 µM]	.	.
38	-0.4	-7%[57.1 µM]	-1	.
39	0.4	-5%	5	-3

# Screening results deposited in PubChem BioAssay by National Center for Advancing Translational Sciences (NCATS).
